Screening results deposited in PubChem BioAssay by National Center for Advancing Translational Sciences (NCATS).
Vif-APOBEC3F blk: blocks the Vif interaction with APOBEC3F; HeLa A3F-eYFP + Vif (tagged APOBEC3F with the HIV-1 protein that degrades it), YFP fluorescence increase; 390,000 compounds, 0.2% hits; Potency, µM (series often up to 46.1 µM), for the others: at the highest dose activity, negative = active; also: potency is read from the fitted curve at half-maximal effect; % of control where 0% means no effect; nearly all actives have a fitted effect of over 65% in size
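HeLa cells stably expressing A3F-eYFP plus Vif, plated and incubated overnight at 37 deg C, then exposed to compounds overnight at 37 deg C. Blocked degradation read as raised yellow fluorescence (Ex 488/Em 500-530).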
TrxR1 substrate: is turned over as a substrate by rat TrxR1; O89049; purified TrxR1 substrate turnover, NADPH consumption readout; Potency, µM (doses to about 114 µM), for the others: at the highest dose activity change, negative = substrate turnover; 390,000 compounds, 0.01% hits; AID 588456; also: potency is read from the fitted curve at half-maximal effect; % is scaled to controls: 0 for no effect and ±100 for the full control effect; nearly all actives have a fitted effect of over 50% in size
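Rat TrxR1, dispensed at 90 nM, was prereduced with 400 uM NADPH (final) for 5 min at ~22 deg C, then incubated with compound 15 min before 400 uM selenite. A first-read NADPH fluorescence drop versus no-compound background flagged substrates.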
PI4K2A inh: blocks human PI4K2A kinase activity; activity change, negative = inhibition, % at 76.9 µM; 420,000 compounds, 0.13% hits; Q9BTU6; purified PI4K2A, ADP-Glo luminescence, 1 h; stronger effect = lower value; in the data active = activity change below about -50%; inconclusive = mostly about -30% to -49%;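 also: -100% = wells without enzyme as full effect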
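PI4K2A activity was measured by ADP-Glo luminescence: enzyme (4 ug/mL stock) and phosphatidylinositol (1.2 mM stock) in Tris pH 7.5/MgCl2/EGTA/Triton X-100 buffer were reacted with ATP (300 microM stock) for one hour at ambient temperature.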
LDHA block: blocks human lactate dehydrogenase A | 480,000 compounds, 0.15% hits | P00338 | purified LDHA, NADH/diaphorase-resazurin fluorescence; stronger effect = lower value | activity change, % (values are at about 110 or 230 µM); in the data active = activity change below about -30%; inconclusive = mostly about -25% to -30%;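 also: plate controls were DMSO wells for no effect and wells without enzyme for full effect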
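Human LDH5 (2 nM) was incubated with 0.06 mM NADH and 0.2 mM pyruvate for 5 min at room temperature in Tris pH 7.4. Remaining NADH was coupled through diaphorase/resazurin, and resorufin fluorescence was read at 0 and 20 min.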
USP1-UAF1 inh: USP1/UAF1 (human) deubiquitinase inhibition; Potency, µM (highest dose often 57.1 µM), for inactives: top-dose activity change, negative = inhibition, hits mostly inhibitors; recombinant USP1/UAF1, Ub-Rhodamine cleavage fluorescence; AID 743255; 390,000 compounds, 0.23% hits; also: potency is read from the fitted curve at half-maximal effect; % is scaled to controls: 0 for no effect and ±100 for the full control effect; nearly all actives have a fitted effect of over 60% in size; inactives centre near -12
Target sequence (O94782 whole entry, looked up): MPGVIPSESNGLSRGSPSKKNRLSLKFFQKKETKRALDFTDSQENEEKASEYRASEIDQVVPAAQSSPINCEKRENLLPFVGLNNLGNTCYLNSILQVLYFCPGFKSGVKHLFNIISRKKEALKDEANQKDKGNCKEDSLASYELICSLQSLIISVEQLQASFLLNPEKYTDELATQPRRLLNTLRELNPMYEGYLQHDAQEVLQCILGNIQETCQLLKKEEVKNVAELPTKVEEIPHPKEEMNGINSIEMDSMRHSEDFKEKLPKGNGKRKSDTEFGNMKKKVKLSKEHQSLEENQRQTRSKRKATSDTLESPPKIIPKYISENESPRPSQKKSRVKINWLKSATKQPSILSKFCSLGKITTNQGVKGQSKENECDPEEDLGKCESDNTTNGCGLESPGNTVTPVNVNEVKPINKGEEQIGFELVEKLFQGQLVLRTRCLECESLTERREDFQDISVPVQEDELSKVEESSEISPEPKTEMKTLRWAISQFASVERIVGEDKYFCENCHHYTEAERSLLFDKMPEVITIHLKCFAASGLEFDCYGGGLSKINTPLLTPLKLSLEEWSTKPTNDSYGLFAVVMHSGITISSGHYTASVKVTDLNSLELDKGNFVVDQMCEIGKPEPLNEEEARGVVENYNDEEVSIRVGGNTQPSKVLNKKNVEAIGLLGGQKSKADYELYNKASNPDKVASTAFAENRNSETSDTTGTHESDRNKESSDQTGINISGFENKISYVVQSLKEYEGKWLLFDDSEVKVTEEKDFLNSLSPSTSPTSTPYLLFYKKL
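In this screen, compounds sit with the deubiquitinase complex (1nM) for 15 min at room temperature before Ub-Rho is added at 150nM final. Fluorescence rise is then followed for 6 reads every 60 seconds.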
Vif-APOBEC3G blk: blocks the Vif interaction with human APOBEC3G. Q9HC16. HeLa A3G-eYFP + Vif (tagged APOBEC3G with the HIV-1 protein that degrades it), YFP fluorescence, overnight. Potency, µM (doses to about 46.1 µM), for the others: at the highest dose activity, negative = active, usual class: inhibitors. 410,000 compounds, 0.076% hits. AID 602310;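 also: potency is read from the fitted curve at half-maximal effect; % is scaled to controls: 0 for no effect and ±100 for the full control effect; nearly all actives have a fitted effect of over 60% in size; hits raise eYFP signal because A3G escapes Vif-driven loss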
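Read-out is eYFP fluorescence (Ex 488/Em 500-530) from Vif-expressing HeLa A3G-eYFP cells; more signal means A3G escaped Vif-mediated degradation. Cells plated overnight, compound pinned in, incubated overnight at 37 deg C.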
mIDH1 inhibitor: human IDH1 R132H inhibition; IDH1-R132H enzyme, NADPH consumption, diaphorase/resazurin fluorescence; AID 602179; Potency, µM (series often up to 76.6 µM), for the others: at the highest dose activity change, negative = inhibition, most hits filed as inhibitors; 390,000 compounds, 0.093% hits; also: potency is read from the fitted curve at half-maximal effect; % is scaled to controls: 0 for no effect and ±100 for the full control effect; nearly all actives have a fitted effect of over 65% in size
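IDH1-R132H (0.5 ug/mL dispensed) in pH 7.5 Tris buffer was preincubated 30 min with compound, then given a substrate mix of 0.016 mM NADPH and 2 mM alpha-KG for 80 min at room temperature; remaining NADPH was read by diaphorase/resazurin fluorescence.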
GRP78 ERSR act: induces the endoplasmic reticulum stress response in human glioma cells | U87-MG GRP78 promoter luciferase reporter, 16 h | Potency, µM, without a hit: at the top dose activation, hits mostly activators | 420,000 compounds, 0.02% hits | AID 602332; also: potency is read from the fitted curve at half-maximal effect; series mostly up to about 76 µM; % of control where 0% means no effect; nearly all actives have a fitted effect of over 35% in size
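Stably transfected U87-MG glioma cells carrying a GRP78-based luciferase sensor; 16 h compound incubation. Luminescence end-point read 10 min after Bright-Glo addition at room temperature.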
RXFP1 agonist: activates the human relaxin receptor RXFP1; HEK293T-RXFP1 cAMP TR-FRET, 30 min; response scale: percent of porcine relaxin response, buffer zero; 370,000 compounds, 0.3% hits; Potency, µM (doses to about 57.5 µM), without a hit: at the highest dose activation, actives largely listed as activators; Q9HBX9; also: potency is read from the fitted curve at half-maximal effect; % is scaled to controls: 0 for no effect and ±100 for the full control effect; nearly all actives have a fitted effect of over 60% in size; many of its hits are not listed in these tables
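HEK293T cells stably expressing RXFP1 were pretreated with the PDE4 inhibitor Ro 20174, exposed to compounds for 30 min at 37C, lysed, and cAMP was read by TR-FRET. Data normalized to buffer (basal) and 29 nM porcine relaxin (100%).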
* marks the source's active call; other numbers are inactive results; ? = inconclusive; / = no result given; [ ] = dose if it differs, or a comment. Unless noted, calls follow the shape of the dose curve; as a rule, active = well fitted curve in the direction sought with a large enough effect; inconclusive = small, poorly fitted or top-dose-only effect, or another doubt; inactive = no such curve, though single readings can be large; an effect the other way counts as inactive or inconclusive. A portion of the library; rates above refer to the full screens.

SMILES | Vif-APOBEC3F blk | TrxR1 substrate | PI4K2A inh | LDHA block | USP1-UAF1 inh | Vif-APOBEC3G blk | mIDH1 inhibitor | GRP78 ERSR act | RXFP1 agonist
CC(=O)N=c1sccn1CC(O)c1ccccc1 (configuration not stated) | -13% | 2% | -2 | -3 | -9% | 8% | 3% | 0% | 3.4%
c1ccc(C2CC(c3ccccc3)n3c(nc4ccccc43)N2)cc1 (configuration not stated) | 7% | 7%[57.1 µM] | -3 | -8 | -13% | -13% | 1% | -4% | 0.3%
CC(NCC(=O)Nc1ccccc1C(=O)NC1CC1)c1ccccc1Cl (configuration not stated) | -9% | -3% | 5 | -6 | -5% | -10% | -2% | -3% | -0.3%
Cc1ccc(-c2nnn(CC(=O)N(c3ccccc3F)C(C(=O)NC3CCCC3)c3ccncc3)n2)o1 (configuration not stated) | 8% | 8% | 3 | -10 | ? | 0% | 0% | -3% | 0.5%
Cc1cccc(S(=O)(=O)NC(=O)C2(C)CCN2C(=O)Cc2ccc(C(C)(C)C)cc2)c1 (configuration not stated) | / | / | -4 | -2 | / | 1% | / | -3% | /
CN(Cc1ccccc1)S(=O)(=O)c1ccc(OCC(=O)Nc2cccc([N+](=O)[O-])c2)cc1 | -9% | -13% | -3 | -4 | 6% | -8% | -1% | -3% | 0.8%
N#Cc1nc(COc2ccc(F)cc2)oc1N1CCN(Cc2ccccc2)CC1 | -2% | 2%[57.1 µM] | 3 | -7 | -19% | -1% | 1% | -2% | 0.7%
CN[C@H]1C[C@H]2c3cc(-c4ccccc4)ccc3CCN2C(=O)[C@H]1[C@H](C)O | -3% | / | 5 | -23 | -17% | 2% | -15% | -4% | /
Nc1c(NCc2ccccc2)c2ccccc2oc1=O | 1% | -1% | -1 | -6 | -4% | 1% | 0% | 1% | 0.5%
CC1(C)CC2CC(C)(CN2C(=O)c2cccs2)C1 (configuration not stated) | ? | 18%[57.1 µM] | -1 | -8 | -9% | 6% | 11% | -6% | 1.4%
O=C(CSc1nccc(=O)[nH]1)Nc1cccc2ccccc12 | ? | 1% | 3 | 0 | -22% | -4% | 2% | -1% | 1.2%
Cc1cnc(C(=O)OCC(=O)Nc2cc(Cl)ccc2C#N)cn1 | 8% | 8%[57.1 µM] | 1 | -6 | -17% | -6% | -3% | -2% | /
COC(=O)c1cc(-c2ccc(OC)cc2)n[nH]1 | 14% | 8% | -3 | -6 | -29% | -6% | -7% | 3% | 1.1%
O=C(Nc1nc2nc(-c3ccccc3)cc(=O)n2[nH]1)c1ccc(Cl)cc1 | -4% | 11%[0.457 µM] | -3 | 0 | -15% | 5% | -3% | -3% | 14%
COc1ccc(CCNC(=O)C2=CC=CN3CCS(=O)(=O)N=C23)cc1 | 2% | 15% | -4 | 1 | -10% | -10% | 8% | 0% | 1.2%
Cc1ccc(S(=O)(=O)N2C[C@@H](C)[C@]3(C2)[C@H](O)[C@H](OC(=O)Nc2cccs2)C[C@H]2C(=O)N(c4ccccc4)C(=O)[C@H]23)cc1 | -15% | / | 5 | 0 | -25% | -6% | 0% | ? | /
Cc1occc1C(=O)NNC(=O)c1ccccc1F | -7% | -4% | -2 | -10 | 2% | 2% | 6% | 4% | 1.3%
CN1CN(C)c2cccc3cccc1c23 | / | 119%[activator] | -3 | 8 | 2% | 2% | 27% | -3% | 0.5%
COc1cc(C(=O)N2CCN(c3ccccc3O)CC2)ccc1OCC(=O)N1CCOCC1 | 3% | 2% | 0 | 5 | -22% | 2% | -4% | -2% | 1.6%
COC(=O)c1c(-c2ccccc2)csc1NC(=O)c1ccco1 | -6% | 76%[activator] | 2 | -10 | ? | 1% | 3% | 3% | 21%
CCOc1cc(NC(=S)NCCCOC)c(OCC)cc1NC(=O)c1ccco1 | 4% | -7% | -3 | 1 | -20% | -5% | 6% | -1% | -1.0%
CCCn1c(=O)c2ccccc2n2c(SCc3c(C(=O)OCC)oc4ccccc34)nnc12 | -3% | 9% | 0 | 3 | -1% | 0% | 2% | -4% | 1.0%
CC(C)CN(C(=O)COC(=O)c1cnc(Cl)c(Cl)c1)c1c(N)n(Cc2ccccc2)c(=O)[nH]c1=O | -3% | 2% | -1 | -2 | -13% | 1% | 3% | -3% | 2.2%
COc1ccc(/C=C/C(=O)O)cc1S(=O)(=O)NC1CCS(=O)(=O)C1 (configuration not stated) | -2% | -1%[57.1 µM] | 3 | -5 | -18% | -2% | 4% | 1% | -0.4%
Cc1noc(C)c1C(=O)N1CCN(c2ccc(OCc3ccccc3)cc2)CC1 | 8% | -8% | -2 | 2 | -4% | 1% | -3% | -2% | 3.2%

Laid out differently: results already given
SMILES: Cc1occc1C(=O)NNC(=O)c1ccccc1F
  Vif-APOBEC3F blk: -7%	TrxR1 substrate: -4%	PI4K2A inh: -2	LDHA block: -10	USP1-UAF1 inh: 2%	Vif-APOBEC3G blk: 2%	mIDH1 inhibitor: 6%	GRP78 ERSR act: 4%	RXFP1 agonist: 1.3%

SMILES: CN1CN(C)c2cccc3cccc1c23
  Vif-APOBEC3F blk: /	TrxR1 substrate: 119%[activator]	PI4K2A inh: -3	LDHA block: 8	USP1-UAF1 inh: 2%	Vif-APOBEC3G blk: 2%	mIDH1 inhibitor: 27%	GRP78 ERSR act: -3%	RXFP1 agonist: 0.5%

SMILES: COc1cc(C(=O)N2CCN(c3ccccc3O)CC2)ccc1OCC(=O)N1CCOCC1
  Vif-APOBEC3F blk: 3%	TrxR1 substrate: 2%	PI4K2A inh: 0	LDHA block: 5	USP1-UAF1 inh: -22%	Vif-APOBEC3G blk: 2%	mIDH1 inhibitor: -4%	GRP78 ERSR act: -2%	RXFP1 agonist: 1.6%

SMILES: COC(=O)c1c(-c2ccccc2)csc1NC(=O)c1ccco1
  Vif-APOBEC3F blk: -6%	TrxR1 substrate: 76%[activator]	PI4K2A inh: 2	LDHA block: -10	USP1-UAF1 inh: ?	Vif-APOBEC3G blk: 1%	mIDH1 inhibitor: 3%	GRP78 ERSR act: 3%	RXFP1 agonist: 21%

(continued)
SMILES | Vif-APOBEC3F blk | TrxR1 substrate | PI4K2A inh | LDHA block | USP1-UAF1 inh | Vif-APOBEC3G blk | mIDH1 inhibitor | GRP78 ERSR act | RXFP1 agonist
COc1ccc(NS(=O)(=O)c2cc(NC(=O)c3ccccc3)ccc2N2CCOCC2)cc1 | -10% | -5% | -3 | 2 | -22% | ? | 12% | -5% | /
COc1ccc(CCN(Cc2ccccn2)C(=S)Nc2cccc(C)c2)cc1OC | 5% | 10%[57.1 µM] | 9 | -3 | -3% | 1% | 6% | -4% | -0.9%
CCC(C)(C)c1nnc(NC(=O)C2CC(=O)N(CCc3ccc(F)cc3)C2)s1 (configuration not stated) | 14% | 1% | -19 | -4 | -10% | 0% | 6% | -4% | -0.8%
O=C(c1ccco1)N1CCN(C(c2ccccc2Cl)c2nnnn2Cc2ccco2)CC1 (configuration not stated) | 2% | 8%[57.1 µM] | -3 | -3 | 2% | -1% | 2% | -1% | -1.5%
CC(C)CCNC(=O)c1onc(CSc2ccc(Cl)cc2)c1C(=O)NCCC(C)C | 3% | 8%[57.1 µM] | -3 | 1 | ? | -1% | -1% | -2% | -3.7%
COc1ccc(C=O)cc1COc1c(F)c(F)cc(F)c1F | 1% | -8%[57.1 µM] | 6 | -3 | 1% | -8% | 1% | 2% | 0.9%
CCOc1ccccc1N(C)S(=O)(=O)c1ccc2c(c1)N(C(C)=O)CCO2 | 4% | 1% | -2 | -11 | -8% | -14% | 12% | 0% | 13%
CCc1ccccc1NC(=O)N[C@H](C(=O)O)C(C)CC (some centres not stated) | -4% | 7%[57.1 µM] | -4 | 0 | -9% | 0% | 2% | -5% | -0.4%
CCCCCCC(=O)Nc1nc(C)c(-c2csc(Nc3cc(Cl)ccc3C)n2)s1 | 2% | -5%[2.29 µM] | -7 | 0 | -24% | 0% | -6%[38.3 µM] | -2% | 1.7%
COc1ccc(Cl)cc1S(=O)(=O)N1CCN=C1c1ccccc1 | -15% | -3% | -2 | -4 | 1% | -2% | 1% | -6% | -1.3%
CCOc1ccccc1N(CC(=O)Nc1ccccc1C(=O)NCc1ccco1)S(C)(=O)=O | -4% | -8%[57.1 µM] | -1 | -1 | 3% | -1% | 4% | -2% | 1.0%
COc1ccc(N(/N=C2\Sc3ccccc3C2=O)C(C)=O)cc1 | 1% | -4% | -1 | -8 | -12% | -1% | 3% | 8% | 0.0%
O=C(Cn1c(=O)c2ccccc2n(CC(=O)Nc2ccc(Cl)cc2)c1=O)NCCc1ccccc1 | ? | -22% | 2 | 1 | -19% | ? | 8% | 2% | 0.1%
COc1ccc(C)cc1S(=O)(=O)NCc1ccccn1 | 0% | / | 6 | -1 | -23% | 1% | -6% | -7% | /
COc1ccccc1N1CCN(C(=O)c2cc(=O)c3cc(C)ccc3o2)CC1 | -21% | 0% | -4 | 1 | -18% | ? | 9% | -2% | -2.3%
CC(=O)Oc1ccccc1-c1nc(/C=C/c2ccccc2)no1 | 0% | 7%[57.1 µM] | 0 | -6 | -13% | 0% | 2% | -3% | 2.8%
